RNase H inhibition: RNase H inhibition, HIV 1 Gag Pol polyprotein, FRET biochemical assay, screening (AID 372); HIV-1 RT RNase H, FRET RNA/DNA substrate fluorescence; higher % means a stronger effect; inhibition, % at 10 µM, or IC50 in µM where a hit was titrated; 100,000 compounds, 0.77% hits; in the data active = inhibition above about 50%
Starred values were filed as active, the others as inactive. These rows are one share of the data. The share of hits here may be higher or lower than overall.

CCc1ccc(CN2CCN(C)CC2)cc1
  RNase H inhibition = 10.0%

Cc1ccc(C)c(COc2cc(C)cc3oc(=O)c4c(c23)CCC4)c1
  RNase H inhibition = 0.0%

Cc1ccc(N2C(=O)NC(=O)/C(=C\c3ccccc3OCc3ccc(C(=O)O)cc3)C2=O)cc1
  RNase H inhibition = 5.0%

Cc1ccc(N2C(=O)/C(=C/c3ccc(OCC(=O)O)c(Cl)c3)C(=O)NC2=S)c(C)c1
  RNase H inhibition = 0.0%

Cc1ccccc1-n1c(-c2cccs2)nc2ccccc2c1=O
  RNase H inhibition = 7.0%

O=Cc1cn(Cc2ccc(Br)cc2)c2ccccc12
  RNase H inhibition = 24.0%

CC12CCC(C/C1=N/O)C(C)(C)N2 (stereo not given)
  RNase H inhibition = 4.0%

Fc1ccccc1N1CCN(Cc2ccc3c(c2)OCO3)CC1
  RNase H inhibition = 10.0%

CCOc1ccc(CN(CCc2ccc3c(c2)OCO3)Cc2ccc(Br)cc2)cc1
  RNase H inhibition = 9.0%

COc1nc(C)nc(NC(=O)NS(=O)(=O)c2ccccc2Cl)n1
  RNase H inhibition = 3.0%

O=C(N1CCN(c2ccccc2Cl)CC1)C(O)(c1ccccc1)c1ccccc1
  RNase H inhibition = 12.0%

Cc1ccc(OCC(=O)N2CCN(Cc3ccccc3Br)CC2)cc1
  RNase H inhibition = 14.0%

O=C1NC(=O)C(=Cc2ccc(-c3ccc(Br)cc3)o2)C(=O)N1
  RNase H inhibition = 9.0%

CCN1C(=O)/C(=C/c2ccc(OC)c3ccccc23)C(=O)NC1=S
  RNase H inhibition = 29.0%

NC(=S)N/N=C(/CC(c1ccccc1)c1c(O)c2ccccc2oc1=O)c1ccc(-c2ccc(Br)cc2)cc1 (stereo not given)
  RNase H inhibition = 28.0%

CC(C(=O)c1ccc(Cl)cc1Cl)n1cncn1 (stereo not given)
  RNase H inhibition = 6.0%

Cc1ccc(NC(=O)c2nn(C34CC5CC(CC(C5)C3)C4)cc2Br)cc1
  RNase H inhibition = 19.0%

CCOc1ccc(N2C(=O)NC(=O)/C(=C\c3ccc(N(C)C)cc3)C2=O)cc1
  RNase H inhibition = 9.0%

COc1ccc(/C=C/c2nc3ccccc3c(=O)n2-c2ccccc2[N+](=O)[O-])cc1
  RNase H inhibition = 23.0%

COc1ccc(NC2=NCC(C)S2)cc1 (stereo not given)
  RNase H inhibition = 4.0%

Arranged by SMILES length (lowest first): 16 of the compounds above
COc1ccc(NC2=NCC(C)S2)cc1 (stereo not given)
  RNase H inhibition = 4.0%

CC12CCC(C/C1=N/O)C(C)(C)N2 (stereo not given)
  RNase H inhibition = 4.0%

CC(C(=O)c1ccc(Cl)cc1Cl)n1cncn1 (stereo not given)
  RNase H inhibition = 6.0%

O=Cc1cn(Cc2ccc(Br)cc2)c2ccccc12
  RNase H inhibition = 24.0%

Fc1ccccc1N1CCN(Cc2ccc3c(c2)OCO3)CC1
  RNase H inhibition = 10.0%

Cc1ccccc1-n1c(-c2cccs2)nc2ccccc2c1=O
  RNase H inhibition = 7.0%

Cc1ccc(OCC(=O)N2CCN(Cc3ccccc3Br)CC2)cc1
  RNase H inhibition = 14.0%

COc1nc(C)nc(NC(=O)NS(=O)(=O)c2ccccc2Cl)n1
  RNase H inhibition = 3.0%

Cc1ccc(C)c(COc2cc(C)cc3oc(=O)c4c(c23)CCC4)c1
  RNase H inhibition = 0.0%

O=C(N1CCN(c2ccccc2Cl)CC1)C(O)(c1ccccc1)c1ccccc1
  RNase H inhibition = 12.0%

Cc1ccc(NC(=O)c2nn(C34CC5CC(CC(C5)C3)C4)cc2Br)cc1
  RNase H inhibition = 19.0%

CCOc1ccc(N2C(=O)NC(=O)/C(=C\c3ccc(N(C)C)cc3)C2=O)cc1
  RNase H inhibition = 9.0%

COc1ccc(/C=C/c2nc3ccccc3c(=O)n2-c2ccccc2[N+](=O)[O-])cc1
  RNase H inhibition = 23.0%

Cc1ccc(N2C(=O)/C(=C/c3ccc(OCC(=O)O)c(Cl)c3)C(=O)NC2=S)c(C)c1
  RNase H inhibition = 0.0%

Cc1ccc(N2C(=O)NC(=O)/C(=C\c3ccccc3OCc3ccc(C(=O)O)cc3)C2=O)cc1
  RNase H inhibition = 5.0%

NC(=S)N/N=C(/CC(c1ccccc1)c1c(O)c2ccccc2oc1=O)c1ccc(-c2ccc(Br)cc2)cc1 (stereo not given)
  RNase H inhibition = 28.0%

The listing continues.
CNc1ccc(Br)cc1C(=O)c1ccccc1Cl
  RNase H inhibition = 11.0%

CCC(=O)NC(Oc1ccc(C=O)cc1)C(Cl)(Cl)Cl (stereo not given)
  RNase H inhibition = 11.0%

Brc1cccc(CN2CCN(Cc3ccc4c(c3)OCO4)CC2)c1
  RNase H inhibition = 5.0%

COc1ccc(CN2CCN(c3ccccc3F)CC2)c(OC)c1
  RNase H inhibition = 10.0%

CCN1CCN(Cc2ccc([N+](=O)[O-])o2)CC1
  RNase H inhibition = 20.0%

CC1=NN(c2ccccc2)C(=O)C1/C=C1\C(=O)NC(=O)N(c2ccc(C)c(C)c2)C1=O (stereo not given)
  RNase H inhibition = 0.0%

O=C(CSCc1nc2ccccc2c(=O)n1-c1ccccc1Cl)Nc1ccccc1
  RNase H inhibition = 0.0%

CC(C)N1CCN(c2nc3ncnc(N)c3[nH]2)CC1
  RNase H inhibition = 0.0%

CN(C)c1ccc(/C=C2\C(=O)NC(=O)N(c3ccccc3Cl)C2=O)cc1
  RNase H inhibition = 21.0%

Cc1ccc(N2C(=O)NC(=O)/C(=C/c3cccc(O)c3)C2=O)cc1
  RNase H inhibition = 10.0%

O=c1[nH]c(=S)[nH]c(O)c1-c1ccccc1
  RNase H inhibition = 0.0%

CCCCCn1c(=O)c(C(=O)Nc2nccs2)c(O)c2ccccc21
  RNase H inhibition = 14.0%

CN1C(=O)NC(=O)/C(=C\c2ccc(OCc3ccc(C(=O)O)cc3)c(Br)c2)C1=O
  RNase H inhibition = 4.0%

COc1ccc(CN2CCN(CCO)CC2)cc1
  RNase H inhibition = 0.0%

O=[N+]([O-])c1nonc1NCn1nnc2ccccc21
  RNase H inhibition = 0.0%

CSc1ccc(CN2CCN(C(=O)COc3ccc(Cl)cc3)CC2)cc1
  RNase H inhibition = 9.0%

CCCCn1c(=O)c(C(=O)Nc2ccc(C)cc2C)c(O)c2ccccc21
  RNase H inhibition = 0.0%

Fc1cccc(CCNCc2ccccn2)c1
  RNase H inhibition = 3.0%

O=c1c2ccccc2nc(/C=C/c2cccc(Br)c2)n1-c1ccccc1O
  RNase H inhibition = 6.0%

O=[N+]([O-])c1ccc(N2CCNCC2)cc1N1CCCCC1
  RNase H inhibition = 7.0%

Cc1ccc(N2C(=O)/C(=C/c3ccc(-c4ccc(F)cc4)o3)C(=O)NC2=S)cc1
  RNase H inhibition = 17.0%

C=CCc1cc(/C=C2/C(=O)NC(=O)N(c3ccc(C(C)C)cc3)C2=O)cc(OC)c1O
  RNase H inhibition = 17.0%

Clc1ccc(OCCCn2ccnc2)cc1
  RNase H inhibition = 7.0%

COc1ccc(C=C(C#N)C#N)cc1C
  RNase H inhibition = 44.0%

CCOc1ccc(N2C(=O)/C(=C/c3ccc(C)o3)C(=O)NC2=S)cc1
  RNase H inhibition = 11.0%

O=C(COc1ccc(Cl)cc1)N1CCN(Cc2ccc([N+](=O)[O-])cc2)CC1
  RNase H inhibition = 0.0%

Cc1ccccc1N1CCN(Cc2ccc(C(C)C)cc2)CC1
  RNase H inhibition = 0.0%

O=C1/C(=C/c2ccccc2O)N2CCC1CC2
  RNase H inhibition = 11.0%

Cc1ccc(C=C2C(=O)NC(=O)NC2=O)o1
  RNase H inhibition = 6.0%

C=CCN1C(=O)NC(=O)/C(=C\c2ccc(O)c(OC)c2)C1=O
  RNase H inhibition = 0.0%

O=c1cccc2n1C[C@H]1C[C@@H]2CN(Cc2cc(Cl)ccc2O)C1
  RNase H inhibition = 4.0%

COC(=O)C1=C(C)OC(N)=C(C#N)C12C(=O)Nc1ccc([N+](=O)[O-])cc12 (stereo not given)
  RNase H inhibition = 10.0%

CC1CN=C(Nc2ccccc2)S1 (stereo not given)
  RNase H inhibition = 9.0%

COC(=O)C1=C(N)OC(C)=C(C(=O)OCc2ccccc2)C12C(=O)Nc1ccccc12 (stereo not given)
  RNase H inhibition = 9.0%

COc1ccc(CCNCc2ccc(Cl)cc2)cc1
  RNase H inhibition = 0.0%

COC(C(=O)Nc1ccc(Br)cc1C(=O)c1ccccc1)c1ccccc1 (stereo not given)
  RNase H inhibition = 7.0%

O=C(Nc1ccc(Br)cc1C(=O)c1ccccc1Cl)c1ccccc1Cl
  RNase H inhibition = 16.0%

CCc1ccccc1N1C(=O)NC(=O)/C(=C\c2ccc(OCC(=O)O)c(Cl)c2)C1=O
  RNase H inhibition = 5.0%

Cc1ccc(CNC(C)Cc2ccccc2)o1 (stereo not given)
  RNase H inhibition = 5.0%

COc1ccccc1CN1CCN(Cc2cccc(C)c2)CC1
  RNase H inhibition = 6.0%

Cc1ccccc1-n1c(/C=C/c2ccc(Br)cc2)nc2ccccc2c1=O
  RNase H inhibition = 3.0%

CC(C)N1CCN(Cc2ccc(Br)cc2)CC1
  RNase H inhibition = 4.0%

CCc1ccc(CN2CCN(Cc3ccc(Cl)cc3)CC2)cc1
  RNase H inhibition = 5.0%

COc1cc(C)c(CN2CCN(c3ccc(F)cc3)CC2)cc1C
  RNase H inhibition = 1.0%

CCN(CC)c1ccc(CN2C[C@@H]3C[C@H](C2)c2cccc(=O)n2C3)cc1
  RNase H inhibition = 20.0%

CC(C)CCn1c(=O)c(C(=O)Nc2nc(C34CC5CC(CC(C5)C3)C4)cs2)c(O)c2ccccc21
  RNase H inhibition = 0.0%

Cc1nc2ccccc2c(=O)n1-c1ccc([N+](=O)[O-])cc1
  RNase H inhibition = 7.0%

Cn1c(O)c(C=NCCCC(=O)O)c(=O)n(C)c1=O
  RNase H inhibition = 13.0%

Cc1ccc(N2C(=O)NC(=O)/C(=C\c3ccccc3OCc3ccc(C(=O)O)cc3)C2=O)cc1C
  RNase H inhibition = 13.0%

c1cc2c(cc1CCNC1CCCCCC1)OCO2
  RNase H inhibition = 4.0%

C=CCn1c(C)c(C=C2C(=O)NC(=S)NC2=O)c2ccccc21
  RNase H inhibition = 22.0%

O=C1NC(=S)NC(=O)C1=Cc1cn(Cc2cccc3ccccc23)c2ccccc12
  RNase H inhibition = 23.0%

COc1cc(CN2CCN(c3ccccc3F)CC2)cc(Br)c1O
  RNase H inhibition = 0.0%

COc1ccc(C=C2C(=O)NC(=O)NC2=O)cc1OCc1ccc(Cl)cc1Cl
  RNase H inhibition = 27.0%
